Assay outcomes as filed in PubChem BioAssay.
LGR2 inh: inhibitors of bursicon-induced LGR2 CRE-luciferase signal, primary screen, cell-based, HEK293, CRE-luciferase reporter, bursicon stimulation; bursicon-stimulated, 4 h; AID 720647, 2013; inhibition, % at 9.99 µM; actives 0.35% (n = 380,000);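 active means drop in luminescence signal, shown as inhibition above about 50% in the replicate tests, limit read from the data, passing the limit was not always enough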;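 further: agonist challenge used bursicon conditioned medium at about half maximal strength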
Casp6 inh: human caspase-6 inhibitors, primary screen, biochemical, VEID-R110 fluorescence, single point, set 2. P55212. purified caspase-6, Z-VEID-R110 cleavage fluorescence. inhibition, % at 12.5 µM. actives 0.53% (n = 350,000). AID 686996, 2013;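 active means mean inhibition across replicates at least about 35%, with every replicate also reaching that limit, limit read from the data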;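 further: 0% = median of neutral control wells and 100% = no fluorescence left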
Target sequence (P55212 24-179 limits assumed): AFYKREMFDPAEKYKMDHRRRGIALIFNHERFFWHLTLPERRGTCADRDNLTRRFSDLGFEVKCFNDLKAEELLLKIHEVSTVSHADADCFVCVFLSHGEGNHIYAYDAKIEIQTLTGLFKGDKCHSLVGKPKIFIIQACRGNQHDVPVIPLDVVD
Target sequence (P55212 194-293 limits assumed): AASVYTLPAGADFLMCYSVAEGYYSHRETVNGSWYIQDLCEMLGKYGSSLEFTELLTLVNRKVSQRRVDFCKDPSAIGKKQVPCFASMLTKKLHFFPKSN
S100A4 inh HTS: inhibitors of S100A4-myosin IIA peptide binding, primary screen, biochemical, fluorescence polarization, TAMRA-MyoIIA peptide; AID 652163, 2013; Protein S100-A4 (Homo sapiens), P26447; actives 0.14% (n = 360,000); inhibition, % at 10.7 µM;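 active means mean inhibition of at least 70% across replicates, with every replicate also reaching that level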
Target sequence (P26447 whole entry, looked up): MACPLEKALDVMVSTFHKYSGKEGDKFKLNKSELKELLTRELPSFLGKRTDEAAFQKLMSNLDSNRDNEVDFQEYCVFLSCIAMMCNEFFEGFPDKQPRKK
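Compound dosing: one dose per compound; test system: human S100A4 monomer with TAMRA-labelled myosin IIA peptide; probe or stimulus: TAMRA-labelled myosin IIA heavy-chain peptide probe, 5 nM; medium: HEPES buffer with Ca2+, pH 7.2; schedule: 5 min incubation before reading; benchmarks: neutral control DMSO, positive control TFP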
SIRT5 inh: SIRT5 desuccinylase inhibitors, primary screen, biochemical, fluorescence imaging, single point, set 5. NAD-dependent protein deacylase sirtuin-5, mitochondrial (Homo sapiens), Q9NXA8. inhibition, % at 15 µM. actives 1.1% (n = 330,000). Purified SirT5, succinyl-peptide AMC, trypsin-coupled fluorescence; in the data active means inhibition above about 15%
Target sequence (Q9NXA8 whole entry, looked up): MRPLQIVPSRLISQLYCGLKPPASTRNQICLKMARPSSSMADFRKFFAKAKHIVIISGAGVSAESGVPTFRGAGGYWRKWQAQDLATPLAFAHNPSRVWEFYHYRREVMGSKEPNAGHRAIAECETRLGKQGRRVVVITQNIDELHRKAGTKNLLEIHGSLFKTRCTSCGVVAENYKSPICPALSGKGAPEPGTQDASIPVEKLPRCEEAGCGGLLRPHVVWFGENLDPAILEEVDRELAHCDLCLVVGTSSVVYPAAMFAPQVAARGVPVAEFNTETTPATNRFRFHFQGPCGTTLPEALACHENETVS
esBAF inh: Bmi1 luciferase reporter increase in mESCs, primary screen, esBAF inhibitor project, mouse ES cells, Bmi1 luciferase knock-in, single point | actives 2% (n = 350,000) | reporter increase, % at 12.5 µM | 24 h; 100% = twice the neutral-well signal; in the data active means activation above about 40%;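 further: 0% = median of the plate's neutral control wells and 100% = double that signal; a rise in the Bmi1 reporter signal indicates esBAF inhibition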
Statin myotox sup: suppressors of statin myotoxicity in C2C12 myotubes, primary screen, cell-based, single point, plate reader. C2C12 myotubes + simvastatin, ATP luminescence, 48 h; scaled: DMSO 0, geranylgeraniol control 100. rescue of ATP level, % at 7.49 µM. actives 0.78% (n = 330,000);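 active means mean ATP rescue above about 67%, or every replicate alone reaching that limit, limit read from the data, passing the limit was not always enough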;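 further: myotubes were challenged with 10 µM simvastatin during compound exposure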
FN deposition inh: inhibitors of fibronectin matrix deposition, primary screen, AH1F cells, Alexa488-fibronectin fluorescence, plate reader | actives 0.086% (n = 350,000) | AID 743247, 2014 | inhibition, % at 12.6 µM | AH1F fibroblasts, overnight;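 active means mean inhibition across replicates of 30% or more, regardless of how many single replicates reach that level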;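 further: positive control wells lacked labelled fibronectin entirely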
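Measured by – fluorescence 485/525 nm · System – AH1F fibroblast monolayer, labelled fibronectin deposition · Amount – 10000 cells per well · Buffer or medium – serum-reduced DMEM (2% serum) · Doses – single dose, pinned · Also added – fluorescent fibronectin at 24 nM final · Schedule – 1 h cell attachment, overnight exposure to compound and label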
Starred values were filed as active, the others as inactive; x = not tested or not shown. Some of the compounds tested, so the mix of outcomes need not match the whole.

Molecule | LGR2 inh | S100A4 inh HTS | esBAF inh | SIRT5 inh | Statin myotox sup | Casp6 inh | FN deposition inh
O=C(Cc1ccccc1)CC1(O)C(=O)Nc2ccccc21 (stereo not given) | x | x | 5 | x | 10 | x | 1
Cc1cc(NC(=O)CSc2nnc3ccc(-c4ccccc4)nn23)no1 | -13 | 2 | 6 | 26* | -4 | -3 | 8
CC(C)CCNC(=O)c1cc(S(=O)(=O)N2CCC3(CC2)OCCO3)ccc1F | -7 | 2 | -1 | x | -11 | 9 | 5
O=C(CSc1nnc(NC(=O)C2CCC2)s1)Nc1ccccc1F | 22 | -9 | -2 | 0 | -18 | x | -10
Cc1ccc(NC(=O)Cn2nc(C(=O)O)c3ccccc3c2=O)cc1S(=O)(=O)N1CCOCC1 | -2 | -8 | -8 | -4 | -8 | -1 | 0
NC(=O)C1(N2CCCCC2)CCN(C(=S)Nc2ccc(Cl)cc2)CC1 | x | x | 15 | x | 17 | x | -1
Cc1cccc(N(C)S(=O)(=O)c2c(C)[nH]c(C)c2C(=O)N2CCCC2)c1 | -7 | -1 | 0 | 0 | 2 | -4 | 8
CCN(CC)CCCN1C(=O)C(O)=C(C(=O)c2sc(C)nc2C)C1c1ccco1 (stereo not given) | -8 | x | 1 | x | 8 | x | x
O=C(CC1CC1)N1[C@H](CO)[C@@H]2c3ccccc3N(S(=O)(=O)c3ccc(F)cc3)C[C@@H]21 | -7 | -2 | 0 | -1 | -1 | -1 | x
O=C(CN1c2ccccc2Sc2ccccc21)NNC(=O)Nc1ccc(Cl)cc1 | x | 4 | x | -3 | x | 8 | 1
Cc1ccnc(SCC(=O)NC2CCCCCC2)n1 | 8 | -4 | x | -3 | x | -1 | 3
COCC#Cc1cnc2c(c1)C(=O)N([C@@H](C)CO)C[C@H](C)[C@H](CN(C)C(=O)C1CC1)O2 | -4 | 3 | x | 4 | -32 | 0 | 5
Cc1ccc2c(c1)c1c(n2CC(O)CN2CCCCC2C)CCCC1 (stereo not given) | -9 | 0 | -1 | -1 | -3 | -3 | 0
Nc1ccc(C#Cc2c(-c3ccsc3)oc3ccc(N4CCOCC4)cc23)cc1 | x | 7 | 37 | x | -32 | x | -11
O=C(CSc1nc2cc(Cl)ccc2s1)NCC1CCCO1 (stereo not given) | -19 | -6 | -1 | -3 | 6 | 0 | 0
Cc1cc(C(=O)Nc2c(F)cc(F)cc2Br)n(-c2ccccc2)n1 | -12 | -8 | -6 | -1 | 8 | 5 | 8
O=C(NCc1ccccn1)c1ccc(OC2CCN(Cc3cccs3)CC2)cc1 | 7 | 6 | 6 | -4 | 1 | -2 | -8
COc1ccccc1CNC(=O)CNC(=O)c1sc2ccccc2c1Cl | -21 | -4 | 4 | -2 | 0 | -1 | x
C[C@@H]1CCCCO[C@H](CN(C)Cc2ccncc2)[C@H](C)CN([C@H](C)CO)C(=O)c2cc(NC(=O)CCCN(C)C)ccc2O1 | -10 | 6 | -7 | -5 | 5 | 2 | x
NS(=O)(=O)c1ccc2nc(NC(=O)c3ccncc3)sc2c1 | -30 | 3 | x | 3 | x | 9 | 7
C[C@H](CO)N1C[C@H](C)[C@H](CN(C)C(=O)Nc2ccccc2)Oc2ccc(NS(=O)(=O)c3ccc(F)cc3)cc2CC1=O | -3 | 9 | -7 | 0 | 13 | 2 | x
CCc1ccc(-c2c(C)sc(NC(=O)C3CCC3)c2C#N)cc1 | 0 | x | -2 | x | -7 | x | 2
O=C(O)C1CCCN1S(=O)(=O)c1ccc(Br)s1 (stereo not given) (tested in a mixture with another compound) | 7 | -2 | x | -5 | x | -2 | -3
Cc1nc(COc2cccc(Cl)c2)sc1C(=O)/C=C/N(C)C | x | -2 | 16 | -3 | 3 | 1 | 0
COc1cc([N+](=O)[O-])cc([N+](=O)[O-])c1NC(=O)N1CCOCC1 | 1 | -4 | -5 | 2 | 6 | 10 | 6
Cc1cnc(C(=O)OC(C)C(=O)NC2CCCc3ccccc32)cn1 (stereo not given) | 11 | 2 | 5 | -7 | 2 | 2 | -2
Cc1ccc(S(=O)(=O)n2nc(OC(=O)c3cccs3)cc2N)cc1 | x | x | -2 | x | 1 | x | 8
O=C(c1cccnc1)N1CC2(C1)[C@@H](c1ccccc1)[C@@H](CO)N2C(=O)c1cccnc1 | -8 | 2 | x | -5 | x | 0 | x
CCOC(=O)c1cc(C(=O)c2cc(F)ccc2O)coc1=N | x | x | -7 | x | 7 | x | 9
CCN1C=C(C(C)=O)C(=O)CC1 | -14 | -2 | -1 | x | -1 | -8 | -2
Cc1noc(C)c1NC(=O)Nc1ccc2c(c1)CC(=O)N([C@@H](C)CO)C[C@H](C)[C@@H](CN(C)S(C)(=O)=O)O2 | -6 | x | -3 | x | -10 | x | x
COc1ccccc1CN1C(=O)c2ccccc2[C@@H](C(=O)NCc2ccccc2)[C@@H]1c1ccc(CO)cc1 | x | -5 | x | -1 | x | 1 | x
CN(C)C(CNC(=O)c1ccc(-c2ccccc2)cc1)c1ccccc1 (stereo not given) | -2 | -3 | -2 | 0 | 7 | -9 | -5
CC(C)N1C(=O)N(c2ccc(Cl)cc2)C(C)(O)CC1(C)C (stereo not given) | -11 | -3 | 4 | -1 | -11 | -2 | 1
O=C(C[C@H]1C=C[C@H](NC(=O)Nc2ccc(C(F)(F)F)cc2)[C@H](CO)O1)NCCN1CCCC1 | -7 | 1 | -4 | 1 | 2 | -2 | -4
Cc1ccc(C)c(N2CCN(S(=O)(=O)c3ccc4[nH]c(=O)ccc4c3)CC2)c1 | 17 | 1 | 6 | -1 | 2 | -2 | 5
Cc1cc(Nc2ccc3c(c2)OCCO3)n2nc(C)nc2n1 | 16 | 19 | -15 | x | 7 | 2 | 0
O=C(/C=C/c1ccc(S(=O)(=O)N2CCOCC2)cc1)NC(=S)Nc1ccc(N2CCOCC2)cc1 | -12 | -1 | x | -2 | x | 4 | 5
Nc1cc(=O)[nH]n1C1CCCC1 | -24 | -3 | -6 | 8 | 10 | -1 | -2
C[C@@H]1CN([C@@H](C)CO)C(=O)c2cccc(NC(=O)c3ccncc3)c2O[C@H]1CN(C)C(=O)Nc1ccc2c(c1)OCO2 | 26 | 17 | -1 | 1 | 21 | 0 | x
CC1CCCN(c2ccc(C(=O)Nc3nnc(C4CC4)s3)cc2[N+](=O)[O-])C1 (stereo not given) | -4 | 0 | x | 1 | x | 0 | -3
COc1ccc(N(C(=O)c2ccco2)C(C(=O)NC2CCCC2)c2ccncc2)cc1 (stereo not given) | 20 | -3 | 1 | 0 | -38 | x | 1
CCCNC(=O)N1C[C@H](C)[C@@H](OC)CN(C)C(=O)c2cc(NC(C)=O)ccc2OC[C@@H]1C | -16 | 6 | -3 | -8 | 3 | 1 | -14
O=C(N/C(=C\c1ccccc1Cl)C(=O)N1CCOCC1)c1ccc([N+](=O)[O-])cc1 | 3 | -1 | x | 3 | x | 4 | 9
COc1ccccc1[C@]1(C)ON(c2ccccc2C(F)(F)F)C1=O | 37 | -2 | -8 | -5 | 9 | -2 | -11

Nothing new here: an excerpt of the list.
Molecule | LGR2 inh | S100A4 inh HTS | esBAF inh | SIRT5 inh | Statin myotox sup | Casp6 inh | FN deposition inh
O=C(N/C(=C\c1ccccc1Cl)C(=O)N1CCOCC1)c1ccc([N+](=O)[O-])cc1 | 3 | -1 | x | 3 | x | 4 | 9
COc1ccccc1[C@]1(C)ON(c2ccccc2C(F)(F)F)C1=O | 37 | -2 | -8 | -5 | 9 | -2 | -11

SIRT5 inh, what is marked active above.
canonical_smiles	LGR2 inh	S100A4 inh HTS	esBAF inh	SIRT5 inh	Casp6 inh
Cc1cc(NC(=O)CSc2nnc3ccc(-c4ccccc4)nn23)no1	-13	2	6	26*	-3

More structures follow.
Molecule | LGR2 inh | S100A4 inh HTS | esBAF inh | SIRT5 inh | Statin myotox sup | Casp6 inh | FN deposition inh
c1ccc2c(CSc3nnc(-c4ccncc4)o3)cccc2c1 | x | x | -28 | x | 4 | x | -2
CCOC(=O)C(C)(C)n1nnc(-c2ccc([N+](=O)[O-])cc2)n1 | -8 | -4 | 12 | -4 | 2 | -4 | -6
Cc1noc(C)c1NC(=O)N(C)C[C@@H]1OCCCC[C@H](C)Oc2ccc(NC(=O)CCC(F)(F)F)cc2C(=O)N([C@H](C)CO)C[C@@H]1C | -2 | -3 | -2 | 3 | x | 0 | x
C[C@H](NC(=O)C[C@@H]1CC[C@H](NC(=O)Cc2ccccn2)[C@@H](CO)O1)c1ccccc1 | 2 | 31 | -5 | 3 | 7 | 2 | 4
COc1ccccc1NC(=O)Cn1c(CN2CCCCC2)nc2ccccc2c1=O | 10 | -6 | 12 | -3 | 10 | 0 | x
Cc1noc(C)c1COc1ccc(C(=O)NCC2CCCO2)cc1 (stereo not given) | x | x | -9 | x | -4 | x | -6
O=C(CCCN1C(=O)c2ccccc2C1=O)Nc1nnc(C2CC2)s1 | 6 | 7 | x | -1 | x | 0 | 1
C/C=C/c1ccc([C@H]2[C@@H](CO)N(C(C)=O)C23CN(C(=O)NC2CCCC2)C3)cc1 | 6 | -5 | x | 4 | x | 4 | -8
COCCNC(=O)C[C@@H]1CC[C@H]2[C@@H](COc3ccc(NC(=O)C4CCCC4)cc3C(=O)N2C)O1 | -4 | 2 | -3 | 5 | 13 | -2 | -35
O=Cc1ccc(C(=O)OCC(=O)N2CCCC2)cc1 | -3 | 1 | -2 | 4 | -2 | 0 | 4
O=C(Nc1nnc(S(=O)(=O)N2CCCCC2)s1)c1ccc(Cl)cc1 | x | 10 | -11 | -1 | -39 | 0 | 12
COc1ccc(CNC(=O)C(c2ccncc2)N(C(=O)Cc2cccs2)c2ccccc2)cc1 (stereo not given) | -8 | -3 | x | -2 | x | -1 | 1
O=C(Nc1c2c(nn1-c1ccc(F)cc1)CS(=O)C2)C12CC3CC(CC(C3)C1)C2 (stereo not given) | 6 | x | 1 | x | -1 | x | x
O=Cc1c(NCc2ccc(Cl)cc2)c2ccccc2[nH]c1=O | -6 | -2 | -1 | -3 | -10 | -3 | -4
COc1cccc(-c2ccc3c(N)c(C(=O)NC4CC4)sc3n2)c1 | 29 | -8 | x | 1 | x | 0 | -11

Limited to Statin myotox sup and Casp6 inh (2 entries from above):
Structure	Statin myotox sup	Casp6 inh
COc1ccccc1NC(=O)Cn1c(CN2CCCCC2)nc2ccccc2c1=O	10	0
Cc1noc(C)c1COc1ccc(C(=O)NCC2CCCO2)cc1 (stereo not given)	-4	x

(continued)
Molecule | LGR2 inh | S100A4 inh HTS | esBAF inh | SIRT5 inh | Statin myotox sup | Casp6 inh | FN deposition inh
COc1ccc(NC(=O)N2CCC3(CC2)CN(C(=O)C2CCC2)[C@H](CO)c2c3c3ccc(OC)cc3n2C)cc1 | 16 | 9 | x | 2 | x | 0 | 7
COc1ccc([C@H]2CC(=O)C=C(c3cc(C=O)ccc3OC)C2)cc1 | -5 | -1 | -3 | x | -8 | -2 | -33
C[C@@H]1CCCCO[C@H](CN(C)Cc2ccc(C(=O)O)cc2)[C@@H](C)CN([C@@H](C)CO)C(=O)c2cc(NC(=O)Nc3ccc4c(c3)OCO4)ccc2O1 | -7 | 3 | -3 | -2 | x | 0 | x
CC(C)Cc1ccc(/C=C/C(=O)N2CCOCC2)cc1 | -91 | -10 | 52* | 0 | 14 | 0 | 2
